MEX-5 binding: C. elegans MEX-5 TCR-2 RNA binding activity; AID 1832; Q9XUB2; 0.38% of 300,000 active; MEX-5/FITC-TCR2 RNA binding, fluorescence polarization; hits give low values; activity score (negative = inhibition of binding), % at 10 µM;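 active means inhibition past about -25% in most replicates, and total fluorescence under double the plate's negative control median, limit read from the data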;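 further: 0% = DMSO and -100% = 5 µM competing unlabeled TCR2 RNA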
BCLXL inh: Bcl-xL (human) inhibition. Q07817. GST-Bcl-xL / FITC-Bim BH3 peptide fluorescence polarization. inhibition, % at 10.9 µM. 0.7% of 320,000 active. AID 2129;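 active means inhibition above the mean of all tested compounds plus 3 SD, cutoff set per campaign, cut at about 30% in these data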;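 further: 0% = DMSO wells and 100% = unlabeled Bim-BH3 peptide competitor; inhibitors lower millipolarization by displacing the labeled peptide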
Efflux pump mplx: blocks antifungal efflux pumps in multiplex yeast assay | S. cerevisiae Candida pump triplex, Nile Red efflux | 0.44% of 330,000 active | inhibition, % at 10 µM;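 active means plate passing quality check with inhibition over a set limit, or well fluorescence over plate mean plus 4 SD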;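 further: Nile Red retained in pooled yeast measured as flow cytometry median fluorescence; 0% = buffer negative control and 100% = Enniatin B positive control; higher means more Nile Red kept so more efflux inhibition; some compounds called inactive have numbers as strong as hits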
VLA-4 inh: inhibition in a human VLA-4 binding assay | inhibition, % (about 7 µM as worked out from the volumes in the protocol) | 0.2% of 330,000 active | VLA-4 expressing cells, ligand binding flow cytometry; in the data active means inhibition above about 50%
PME-1 inh: PME-1 (human) inhibition; AID 2130; recombinant PME-1, FP-Rh probe fluorescence polarization; 0.53% of 320,000 active; inhibition, % at 5.9 µM; Q9Y570;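 active means inhibition above the campaign mean of all compounds plus 3 SD, cut at about 26% in these data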;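 further: competitive labeling of PME-1 active site by serine hydrolase directed probe; 0% = PME-1 with DMSO and 100% = wells lacking PME-1 enzyme; inhibitors block probe labeling so polarization falls and inhibition rises; many of its hits are not listed in these tables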
Target sequence (Q9Y570 whole entry, looked up): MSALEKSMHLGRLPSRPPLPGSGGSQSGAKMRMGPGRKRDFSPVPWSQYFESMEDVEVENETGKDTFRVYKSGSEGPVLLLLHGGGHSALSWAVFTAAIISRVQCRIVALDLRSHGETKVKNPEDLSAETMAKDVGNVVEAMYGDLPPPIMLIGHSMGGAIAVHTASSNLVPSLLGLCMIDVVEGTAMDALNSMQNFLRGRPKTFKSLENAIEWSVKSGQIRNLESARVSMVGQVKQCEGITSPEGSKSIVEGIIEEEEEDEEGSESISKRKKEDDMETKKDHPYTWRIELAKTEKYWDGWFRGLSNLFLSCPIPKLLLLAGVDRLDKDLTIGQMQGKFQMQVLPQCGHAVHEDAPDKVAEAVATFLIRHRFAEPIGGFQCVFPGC
Fam108B inh: blocks mouse Fam108B hydrolase in RBBP9 counter-screen; AID 1947; inhibition, % at 9.51 µM; 0.33% of 300,000 active; recombinant Fam108B, FP-Rh probe fluorescence polarization;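 active means inhibition above the screen mean inhibition plus 3 SD, computed separately per campaign, cut at about 18% in these data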;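 further: inhibitors lower polarization as less probe binds the enzyme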
MCL1-BIM inh: inhibitors of human MCL1 binding to BIM-BH3 peptide | Q07820 | GST-MCL1 / FITC-Bim-BH3 fluorescence polarization | inhibition, % at 10.9 µM | 0.68% of 320,000 active;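 active means inhibition above the mean inhibition of all tested compounds plus 3 SD, set per campaign, cut at about 40% in these data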;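 further: 0% = DMSO wells and 100% = unlabeled Bim-BH3 peptide control; higher means more loss of mP so more displacement of Bim peptide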
GRK2 aptamer HTS: blocks RNA aptamer binding to human GRK2; P25098; bead flow cytometry, FAM-aptamer displacement from GRK2; inhibition of aptamer binding, % at 10 µM; 0.59% of 330,000 active;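 active means inhibition of aptamer binding above 40%, roughly 3 SD of noise, on plates passing a quality check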;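 further: median bead fluorescence of bound FAM aptamer so fluorescent compounds give negative values; no value below 0 was filed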
GLD-1 RNA inh: GLD-1-TGE RNA interaction inhibition (C. elegans); AID 2280; inhibition, % at 5.96 µM; 0.44% of 320,000 active; purified GLD-1 + fluorescein TGE RNA, fluorescence polarization; Q17339;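 active means percent inhibition above a per-plate cutoff, the plate mean of test compounds plus 3 SD, cut at about 30% in these data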;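 further: 0% = DMSO wells with GLD-1 and probe and 100% = wells lacking GLD-1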
Target sequence (Q17339 whole entry, looked up): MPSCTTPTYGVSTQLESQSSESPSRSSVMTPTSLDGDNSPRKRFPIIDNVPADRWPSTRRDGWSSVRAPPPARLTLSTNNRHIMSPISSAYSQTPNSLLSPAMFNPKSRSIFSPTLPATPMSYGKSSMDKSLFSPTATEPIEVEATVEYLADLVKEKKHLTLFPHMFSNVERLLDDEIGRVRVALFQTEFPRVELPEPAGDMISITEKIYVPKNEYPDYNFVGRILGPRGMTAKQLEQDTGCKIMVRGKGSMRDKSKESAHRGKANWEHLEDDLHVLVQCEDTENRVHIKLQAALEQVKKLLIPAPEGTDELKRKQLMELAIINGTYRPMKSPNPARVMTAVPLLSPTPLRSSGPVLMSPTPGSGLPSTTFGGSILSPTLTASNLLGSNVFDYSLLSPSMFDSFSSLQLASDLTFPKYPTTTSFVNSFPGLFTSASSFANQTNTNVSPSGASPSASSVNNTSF
Active calls of the source: *; · = not tested or not shown. A portion of the library, so the mix of outcomes need not match the whole.

canonical_smiles | PME-1 inh | BCLXL inh | VLA-4 inh | GRK2 aptamer HTS | Fam108B inh | GLD-1 RNA inh | MCL1-BIM inh | Efflux pump mplx | MEX-5 binding
O=S(=O)(c1cnc[nH]1)N1CCN(c2ccc(F)cc2)CC1 | -7 | 3 | 0 | 1 | -3 | 3 | 4 | -0.1 | -2.5
Cc1ccc(C(=O)NCCC2=CCCCC2)cc1S(=O)(=O)N1CCCCC1 | 3 | -3 | 10 | 2 | -3 | 7 | 1 | 0.1 | 0.6
CCn1cc(C2=NCCO2)c2ccccc21 | -3 | 1 | 11 | 1 | 6 | 8 | 4 | 0.0 | 5.2
Cc1cc(C)c(S(=O)(=O)N2CCOC2CNC(=O)C(=O)NCc2cccnc2)c(C)c1 (stereo not given) | 1 | 5 | 18 | 0 | -4 | -2 | 2 | 0.2 | 1.2
COCCN(C(=O)COC(=O)C1(C)CC1(Cl)Cl)c1c(N)n(Cc2ccccc2)c(=O)[nH]c1=O (stereo not given) | 0 | -3 | 13 | 9 | -4 | 1 | -14 | -0.1 | 2.4
CSCCNC(=O)c1cccc(Cl)c1 | -7 | 6 | -2 | 0 | -2 | -8 | 6 | 0.5 | 0.4
CC(=O)/C(=N/Nc1cccc(Cl)c1)N1CCOCC1 | -3 | 0 | 0 | 4 | 6 | 1 | -9 | -0.1 | -0.2
CCN(CC)S(=O)(=O)c1ccc(N2CCOCC2)c(NC(=O)CCOc2ccccc2)c1 | 6 | -1 | 4 | 3 | 3 | 2 | -3 | 0.0 | -0.5
COc1ccccc1N(CC(O)CN1CCCC1)S(=O)(=O)c1ccccc1 (stereo not given) | -1 | 4 | 20 | 2 | 2 | -2 | 5 | 0.1 | 0.4
CSc1nc(C)c2c(n1)N(c1ccc(C(F)(F)F)cc1)CC2 | 4 | 6 | 3 | 2 | -1 | -1 | 7 | 0.1 | -1.7
COC(=O)c1ccc(Cn2nnc3ccccc3c2=O)o1 | -3 | -2 | 18 | 7 | -6 | -1 | 0 | 0.0 | -2.0
Oc1c(Cl)cc(Cl)cc1C=Nc1ccc(N2CCOCC2)cc1 | -6 | 4 | 9 | 2 | 2 | 9 | 0 | -0.4 | -3.2
COc1ccc(C(CC(=O)c2ccc(C)cc2)Nc2ccc([N+](=O)[O-])cc2)cc1 (stereo not given) | -17 | 2 | 6 | 0 | -10 | 1 | 8 | -0.1 | -2.0
CCn1c(=O)c2sccc2n2c(CCCC(=O)N3CCN(c4ccccn4)CC3)nnc12 | -3 | 3 | 5 | 0 | 1 | -3 | 0 | 0.1 | -1.0
CCN(C[C@H]1N[C@@](CC)(C(=O)OC)[C@H]2C(=O)N(C)C(=O)[C@@H]12)S(=O)(=O)c1ccc(F)cc1 | · | · | -19 | 5 | · | 1 | · | -0.1 | ·
COc1ccc(/C(N)=N/OC(=O)C2CCC(=O)N2S(=O)(=O)c2ccc(C)cc2)cc1OC (stereo not given) | -23 | -5 | 1 | 1 | 1 | 6 | 0 | -0.3 | -0.6
COc1cc(NC(=O)CN2C(=O)NC(C)(CC(C)C)C2=O)cc(OC)c1 (stereo not given) | -2 | -12 | -2 | 1 | 0 | -2 | -11 | 0.0 | ·
CCCCOC(=O)c1cccc(NC(=O)CC)c1 | 1 | 10 | 1 | 1 | 0 | 1 | 4 | 0.0 | 3.1
COc1cccc(-c2cc(C(F)(F)F)nc(N3CCN(c4ccccc4)CC3)n2)c1 | -1 | 7 | -1 | 0 | -1 | 4 | 3 | 0.1 | ·
Cc1cccc(OCCNC(=O)CCNS(=O)(=O)c2ccc3ccccc3c2)c1 | -3 | 1 | 15 | 0 | · | 7 | -2 | 0.5 | ·
O=C(NNC(=O)C1CC1)c1ccc(F)cc1F | · | · | 4 | 2 | · | -4 | · | 0.2 | ·
Cc1cccc(N(NC(=O)C(C)(C)O)C(=O)c2ccccc2)c1 | -3 | 5 | 1 | 5 | 3 | 4 | 9 | -0.1 | ·
O=C(CCN1C(=O)c2ccccc2C1=O)Nc1cc(F)ccc1F | 3 | 7 | -1 | 0 | 0 | 0 | -2 | 0.1 | 2.4
O=C(CSc1nnc(-c2ccco2)n1CC1CCCO1)N1CCCCC1 (stereo not given) | 1 | 0 | -1 | 4 | -3 | 3 | 8 | -0.2 | -0.2
Cc1c(NC(=O)c2noc3c2CCc2ccccc2-3)c(=O)n(-c2ccccc2)n1C | 2 | 7 | 34 | 0 | 2 | -1 | 5 | 0.7 | 1.0
O=C1Nc2ccccc2C12Nc1ccccc1S2 (stereo not given) | 6 | 3 | 9 | 2 | 4 | 2 | 13 | -0.3 | -0.1
Cc1cc(NC(=O)COC(=O)C(C)Oc2ccc(Cl)cc2Cl)no1 (stereo not given) | -6 | 3 | 9 | 2 | 1 | -2 | 6 | -0.1 | -0.4
CCC(C)c1ccc(NC(=O)c2ccco2)cc1 (stereo not given) | · | · | 7 | 1 | · | · | · | 0.0 | 0.6
CC1(C(=O)OCC(=O)Nc2cccc(S(=O)(=O)NC3=NCCCCC3)c2)CC1(Cl)Cl (stereo not given) | -3 | 4 | 0 | 0 | 0 | 3 | 3 | -0.1 | -4.6
COCCNC(=O)C(OC(=O)c1ccco1)c1ccccc1Cl (stereo not given) | 5 | 2 | 11 | 4 | 2 | -2 | 2 | 0.0 | 1.4
CSC1=NC(=O)/C(=C/c2ccc(SC)cc2)S1 | 6 | 4 | 2 | 58* | -3 | -5 | -7 | 0.1 | -4.2
COc1ccc2oc(C(=O)NC3CCCCC3)c(C)c2c1 | -2 | -7 | 7 | 0 | -8 | 5 | -16 | 0.1 | 1.7
O=C(NCC1CCCO1)c1ccc2nc(N3CCCCC3)sc2c1 (stereo not given) | 0 | 5 | 33 | 0 | -1 | 4 | 5 | 0.1 | -1.6
Cc1c(N)cc(C(=O)N2CCOCC2)cc1[N+](=O)[O-] | 4 | 1 | 19 | 4 | -2 | 1 | -3 | -0.1 | 0.6
COc1ccc(S(=O)(=O)N(C)C[C@H]2Oc3c(NC(=O)NC(C)C)cccc3C(=O)N([C@H](C)CO)C[C@@H]2C)cc1 | · | · | 23 | 0 | · | -2 | · | -0.1 | ·
CCOc1cc(/C=C2\C(=O)N(Cc3ccco3)C(C)=C2C(=O)OC)ccc1O | 5 | 9 | 6 | 1 | 8 | -3 | 2 | -0.1 | 0.3
COc1ccc(-c2nn(CCC(=O)O)cc2/C=N/NC(N)=S)cc1 | 1 | 8 | -2 | 2 | -1 | 4 | 11 | -0.1 | -0.5
CCOc1ccc(C2C(C#N)=C(N)N(N(C)C)C3=C2C(=O)CC(C)(C)C3)cc1 (stereo not given) | 3 | 4 | 8 | 1 | -1 | -2 | 7 | -0.2 | 4.4
COc1ccc(OCCCC(=O)Nc2cc(S(=O)(=O)N3CCCCC3)ccc2C)cc1 | 5 | -2 | 1 | 11 | · | -1 | 2 | -0.1 | ·
CCCOc1ccc(N2CC(C(=O)Nc3ccccc3F)CC2=O)cc1 (stereo not given) | -4 | 3 | 17 | 0 | 2 | 5 | 6 | 0.0 | 1.4
Cc1cccc(Nc2nc(-c3cccs3)cs2)n1 | 6 | 1 | 3 | 0 | 9 | -1 | -3 | -0.1 | 2.7
Cc1cccc(N2CCN(C(=O)C3CC(=O)N(c4ccc5c(c4)OCCO5)C3)CC2C)c1 (stereo not given) | 0 | -5 | -5 | 7 | · | 3 | -4 | 1.0 | ·
Cc1ccccc1OCCC(=O)OCC(=O)NCCc1ccccc1 | 9 | 4 | 27 | 3 | 1 | 3 | -8 | 0.1 | -2.6
Cc1cccc2cc(CN(Cc3cccnc3)C(=O)c3cccs3)c3nnnn3c12 | -4 | 5 | 2 | 0 | 1 | 3 | 0 | 0.0 | 0.3
COc1cc2c(cc1OC)CN(c1nc(CN3CCCC3)nc3sc(C)c(C)c13)CC2 | -5 | -2 | 9 | 0 | -3 | -3 | -11 | -0.1 | -0.7
O=C(CN1C(=O)C2CCCCC2C1=O)Nc1nc(-c2ccccn2)cs1 (stereo not given) | -4 | 10 | -1 | 3 | -2 | -3 | 18 | 0.1 | -0.3
C=CCn1cc(C(=O)N2CCN(c3ccccc3)CC2)c(=O)c2cc(S(=O)(=O)N3CCCC3)ccc21 | -5 | -1 | 7 | 0 | 4 | 0 | 2 | 0.0 | -0.7
CN1Cc2c(N3CCOCC3)nc3sc(C#N)c(N)c3c2CC1(C)C | -5 | 8 | 5 | 0 | 0 | 5 | 8 | 0.5 | 4.3
Cc1nn(CC(=O)Nc2ccc(C(=O)N(C)C)cc2)c(=O)c2ccccc12 | -2 | 2 | 51* | 0 | -3 | -5 | -4 | 0.1 | -2.0
Cc1ccc(C)c(S(=O)(=O)N2CCCOC2CNC(=O)C(=O)NCc2ccco2)c1 (stereo not given) | 11 | 6 | 4 | 19 | 3 | -2 | 9 | 0.3 | 2.0

Whole records, quoted from the list. Values in the order: PME-1 inh	BCLXL inh	VLA-4 inh	GRK2 aptamer HTS	Fam108B inh	GLD-1 RNA inh	MCL1-BIM inh	Efflux pump mplx	MEX-5 binding
`Cc1ccccc1OCCC(=O)OCC(=O)NCCc1ccccc1` is listed as 9	4	27	3	1	3	-8	0.1	-2.6
`Cc1ccc(C)c(S(=O)(=O)N2CCCOC2CNC(=O)C(=O)NCc2ccco2)c1` (stereo not given) is listed as 11	6	4	19	3	-2	9	0.3	2.0
`CN1Cc2c(N3CCOCC3)nc3sc(C#N)c(N)c3c2CC1(C)C` is listed as -5	8	5	0	0	5	8	0.5	4.3

The list goes on.
canonical_smiles | PME-1 inh | BCLXL inh | VLA-4 inh | GRK2 aptamer HTS | Fam108B inh | GLD-1 RNA inh | MCL1-BIM inh | Efflux pump mplx | MEX-5 binding
COc1ccccc1N1CCN(C(=O)c2cc(S(=O)(=O)N3CCCCC3)ccc2C)CC1 | · | · | 17 | 2 | · | 0 | · | -0.2 | ·
COc1ccc(-n2nnnc2SCC(=O)c2ccc(O)c(O)c2)cc1 | 10 | 9 | -8 | 1 | -1 | 2 | 10 | -0.2 | ·
COc1ccc2c(=O)c(-c3ccccc3)c(C)oc2c1 | -1 | 2 | 5 | 3 | -1 | 4 | -1 | -0.1 | -0.3
O=C(CSc1nnc(CNC(=O)C23CC4CC(CC(C4)C2)C3)n1-c1ccc(F)cc1)Nc1ccc(F)cc1 | 2 | 2 | -3 | 0 | -5 | 5 | 1 | -0.1 | -3.0
CC(C)(C)[C@@H]1C=C(C(=O)O)[C@H](c2ccc(Cl)cc2)N1S(=O)(=O)c1ccccc1 | · | · | 26 | 0 | · | 0 | · | 0.0 | ·
CCc1nnc2c3cnn(-c4ccccc4)c3ncn12 | 0 | 4 | 0 | 1 | 1 | 1 | -2 | 0.0 | 2.1
CCOC(=O)N1CCN(C(=O)c2cn(C)c(=O)c3c2c2ccccc2n3C)CC1 | 0 | 5 | 0 | 38 | 3 | 5 | 4 | 0.1 | -0.5
CCCCOC(=O)Nc1sc2nc(C)cc(C)c2c1-n1cccc1 | -6 | 3 | 3 | 3 | -5 | -11 | -7 | 0.3 | 0.3
COc1cc(=O)n(C)c2c(OCC3OC(C)(C)OC3(C)C)cccc12 (stereo not given) | -6 | -1 | 5 | 0 | -1 | 5 | 0 | 0.0 | 0.2
